Source: PubChem BioAssay
3CLpro inhibitor: SARS-CoV 3CLpro protease inhibition; P0C6X7; recombinant SARS-CoV 3CLpro, quenched FRET peptide cleavage; inhibition, % at 6 µM; 0.14% of 290,000 active; AID 1706; in the data active = inhibition above about 12%
BH1578 lux ind: induces V. cholerae light production without autoinducers | V. cholerae BH1578 lux reporter, luminescence, 6 h | activation, % at 18.7 µM | 0.16% of 350,000 active | AID 588436; in the data active = activation mostly above about 9.7%, no sharp cut-off; inconclusive = no clear call, values can overlap the other calls; inactive = mostly below about 3.7%; also: not every result past the cut was called active; inactives centre near 0; reference of the scale not given here
TcdB inh: inhibitors of Clostridioides difficile toxin B glycohydrolase. P18177. TcdB glycohydrolase enzymatic assay, plate reader. inhibition, % at 9.99 µM. 0.24% of 350,000 active. AID 652162; in the data active = inhibition above about 10%
Target sequence (P18177 whole entry, looked up): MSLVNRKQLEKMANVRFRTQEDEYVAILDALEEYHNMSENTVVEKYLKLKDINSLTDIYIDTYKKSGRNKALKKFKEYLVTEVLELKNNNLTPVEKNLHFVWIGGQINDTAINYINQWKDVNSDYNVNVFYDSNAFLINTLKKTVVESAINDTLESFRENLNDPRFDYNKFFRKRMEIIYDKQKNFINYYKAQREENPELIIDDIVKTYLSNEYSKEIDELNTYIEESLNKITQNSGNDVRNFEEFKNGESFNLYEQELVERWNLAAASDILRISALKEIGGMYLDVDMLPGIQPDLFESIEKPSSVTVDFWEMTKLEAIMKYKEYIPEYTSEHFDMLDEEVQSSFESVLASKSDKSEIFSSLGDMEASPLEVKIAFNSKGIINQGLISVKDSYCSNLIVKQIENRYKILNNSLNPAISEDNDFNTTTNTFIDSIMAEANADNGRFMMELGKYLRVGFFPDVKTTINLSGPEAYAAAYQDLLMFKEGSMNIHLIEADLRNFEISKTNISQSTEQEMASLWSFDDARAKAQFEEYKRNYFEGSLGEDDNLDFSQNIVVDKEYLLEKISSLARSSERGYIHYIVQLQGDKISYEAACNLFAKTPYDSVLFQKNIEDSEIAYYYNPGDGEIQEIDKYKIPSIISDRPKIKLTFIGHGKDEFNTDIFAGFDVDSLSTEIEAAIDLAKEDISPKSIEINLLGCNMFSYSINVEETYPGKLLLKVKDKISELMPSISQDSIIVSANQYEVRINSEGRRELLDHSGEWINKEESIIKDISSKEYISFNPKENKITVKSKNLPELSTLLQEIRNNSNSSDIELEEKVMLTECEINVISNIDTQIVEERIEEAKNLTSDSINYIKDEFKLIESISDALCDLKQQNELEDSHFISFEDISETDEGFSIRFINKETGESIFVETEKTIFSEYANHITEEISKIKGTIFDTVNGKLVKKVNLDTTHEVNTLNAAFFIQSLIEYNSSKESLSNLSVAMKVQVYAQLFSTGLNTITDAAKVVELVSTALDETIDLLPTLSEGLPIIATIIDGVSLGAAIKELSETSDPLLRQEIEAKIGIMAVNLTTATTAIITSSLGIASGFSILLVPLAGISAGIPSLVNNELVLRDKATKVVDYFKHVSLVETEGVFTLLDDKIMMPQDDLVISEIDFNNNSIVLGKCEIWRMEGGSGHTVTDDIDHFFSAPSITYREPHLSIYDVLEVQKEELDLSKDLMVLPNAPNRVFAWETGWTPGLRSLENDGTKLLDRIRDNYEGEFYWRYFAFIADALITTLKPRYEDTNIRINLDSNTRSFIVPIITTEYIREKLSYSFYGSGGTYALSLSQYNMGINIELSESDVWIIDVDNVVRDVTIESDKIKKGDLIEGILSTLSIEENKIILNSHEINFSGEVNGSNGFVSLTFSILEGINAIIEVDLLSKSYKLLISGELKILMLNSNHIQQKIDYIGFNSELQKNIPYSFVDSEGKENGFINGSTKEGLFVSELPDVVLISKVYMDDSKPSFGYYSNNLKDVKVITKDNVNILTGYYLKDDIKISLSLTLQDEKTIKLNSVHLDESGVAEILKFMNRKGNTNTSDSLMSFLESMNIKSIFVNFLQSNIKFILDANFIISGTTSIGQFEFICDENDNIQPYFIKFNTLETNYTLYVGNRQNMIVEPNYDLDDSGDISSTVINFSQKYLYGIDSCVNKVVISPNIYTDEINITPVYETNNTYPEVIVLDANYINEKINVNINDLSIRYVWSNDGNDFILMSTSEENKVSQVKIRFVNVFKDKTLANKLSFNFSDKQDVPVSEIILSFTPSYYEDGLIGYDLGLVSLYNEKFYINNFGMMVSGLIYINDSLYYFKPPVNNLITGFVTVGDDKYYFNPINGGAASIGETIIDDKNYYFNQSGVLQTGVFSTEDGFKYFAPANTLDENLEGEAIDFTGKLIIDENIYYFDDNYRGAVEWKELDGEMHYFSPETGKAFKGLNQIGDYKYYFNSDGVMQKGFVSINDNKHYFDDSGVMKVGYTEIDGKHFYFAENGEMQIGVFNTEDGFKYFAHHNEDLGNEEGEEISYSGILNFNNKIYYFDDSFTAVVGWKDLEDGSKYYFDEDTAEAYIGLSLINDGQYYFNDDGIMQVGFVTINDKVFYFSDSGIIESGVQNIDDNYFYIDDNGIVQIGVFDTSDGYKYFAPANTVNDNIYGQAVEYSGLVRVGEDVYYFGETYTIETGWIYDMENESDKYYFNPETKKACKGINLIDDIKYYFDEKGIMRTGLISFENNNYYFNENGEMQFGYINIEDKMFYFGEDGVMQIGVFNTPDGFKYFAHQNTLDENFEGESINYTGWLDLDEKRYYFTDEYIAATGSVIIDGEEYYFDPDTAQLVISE
Anthrax LF inh2: anthrax lethal factor protease inhibition; P15917; multiplex microsphere protease cleavage assay, LF; inhibition, % at 10 µM; 0.12% of 360,000 active; AID 588501; also: plate controls were buffer without enzyme for full effect and enzyme alone for no effect
BoNT A protease: inhibitors of Botulinum neurotoxin A light chain protease; 0.17% of 360,000 active; AID 588499; multiplex microsphere protease substrate cleavage, flow cytometry; inhibition, % at 10 µM; also: plate controls were buffer without enzyme for full effect and enzyme alone for no effect
PfHsp40 rescue: rescue of PfHsp40-mediated yeast toxicity; S. cerevisiae expressing PfHsp40, growth rescue, ATP luminescence; growth rescue, % at 12.5 µM; 0.68% of 340,000 active; in the data active = growth rescue above about 28%, passing the limit was not always enough; inconclusive = no clear call, values can overlap the other calls;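 also: yeast W303a lacking pdr1 and pdr3 grown in galactose medium; growth measured after three days at 30 °C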
SSB-PriA inh: inhibitors of Klebsiella pneumoniae PriA binding to SSB C-terminal tail; AlphaScreen SSBct-PriA binding, biotinylated peptide; inhibition, % at 33 µM; 0.6% of 430,000 active; AID 1272365; in the data active = inhibition mostly above about 37%, no sharp cut-off; inactive = mostly below about 20%;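 also: plate controls were negative control peptide for no effect and reference peptide for full effect; strong numbers were not always called active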
PrPC surface inh: inhibitors of human cell surface prion protein PrPC | inhibition, % at 13.8 µM | TR-FRET read-out | 0.43% of 370,000 active | AID 720596; in the data active = inhibition above about 24%; also: 0% = median of the test wells and 100% = reference compound wells
Y pestis TopoI: Y. pestis Topo-I inhibition via cleavage products | Y. pestis Topo-I cleavage product accumulation, plate reader | activity, % at 10 µM | 0.064% of 360,000 active; in the data active = activity above about 50%, passing the limit was not always enough; inconclusive = no clear call, values can overlap the other calls; also: inactives centre near 2
The depositor's hits bear a star; i = inactive; ? = inconclusive; . = not tested or not shown; & = joins results of further samples. Rule as the data show it, unless noted: active = inhibition above about 30%; inconclusive = no clear call, values can overlap the other calls; inactive = below that. These rows are one share of the data, so the mix of outcomes need not match the whole.

SMILES	3CLpro inhibitor	BH1578 lux ind	TcdB inh	Anthrax LF inh2	BoNT A protease	PfHsp40 rescue	SSB-PriA inh	PrPC surface inh	Y pestis TopoI
Cc1cc(NC(=O)CN2CCC(n3nnc4cc(C(F)(F)F)ccc43)CC2)no1	-5	-2.0	0.5	-6	-0.6	-0.5	6	-8	-4
O=C(Nc1ccccn1)C(=O)N1CCCCC1	5	i	.	3	-0.4	0.1	-6	8	-3
CCN(CC(=O)NCc1cccs1)c1ccc(S(=O)(=O)N2CCN(C)CC2)cn1	-1	-0.4	0.5	-3	-1.3	-1.9	9	5	1
Cc1ccc(Nc2ccc(C(=O)O)cc2[N+](=O)[O-])cc1	0	i	0.0	-4	-10	0.1	-2	-15	-1
CS(=O)(=O)Nc1ccc(C(=O)Nc2ccc3ccccc3c2)cc1	0	-0.4	0.5	.	.	0.1	-13	-6	8
O=C(Nc1ccc(Br)cc1C(=O)O)c1ccc2c(c1)C(=O)N(Cc1ccccc1)C2=O	-2	-0.3	-1.9	8	1.1	-0.1	-2	-3	-1
Cc1ccc(C)c(NC(=O)C2(C)CCN2C(=O)C(C)C)c1 (stereo not given)	.	i	-1.0	-6	-0.7	.	.	-5	0
O=C(OCc1ccccc1)N1CCCC2CC1c1ccccc12 (stereo not given)	.	i	0.9	-6	-1.1	.	.	-1	11
O=C(CCN1C(=O)/C(=C/c2ccccc2Cl)SC1=S)NCCCN1CCOCC1	0	i	1.1	-1	3.8	-0.7	18	2	13
Cc1ccc(NC(=S)N(CCC(C)C)C(C)c2ccncc2)c(Cl)c1 (stereo not given)	1	i	0.5	-2	-0.5	-0.3	-9	6	23
Clc1ccccc1C1=NCc2nncn2-c2sc(Br)cc21	.	-0.6	0.9	?	-3.2	.	-10	0	4
COCCCN(C(=O)c1cc(C)oc1C)c1c(N)n(CC(C)C)c(=O)[nH]c1=O	.	-1.9	0.7	4	-0.3	-0.3	-7	-4	2
CC(=O)Nc1ccc(S(=O)(=O)N2CCN(C)CC2)cc1	3	i	.	0	-1.7	1.2	-5	-6	1
Cc1[nH]n(-c2ccccc2)c(=O)c1C(c1ccc([N+](=O)[O-])cc1)c1c(C)[nH]n(-c2ccccc2)c1=O	-5	i	.	0	0.7	-0.6	57	.	-13
CNC(=O)Nc1ccc2nc(C)sc2c1	1	-0.2	1.2	-1	-0.2	-1.3	-7	0	2
Cc1ccc(NC(=O)C(=O)NNC(=O)c2ccccc2C)cc1Cl	0	i	.	-2	0.7	0.1	-1	-2	1
Cc1cc(-n2c(C)cc(C(=O)CN3C(=O)NC4(CCCC4)C3=O)c2C)no1	-3	-1.1	.	1	0.4	1.9	5	6	-10
N#Cc1nc(N)nc(N(c2ccccc2)c2ccccc2)n1	-2	-0.6	.	-3	0.3	-2.0	-10	-3	-5
NS(=O)(=O)c1ccc(CCNC(=O)c2cncc(Br)c2)cc1	-2	-2.0	.	2	0.1	0.7	-9	-4	5
COC(=O)[C@H](C)NC(=O)NCc1ccccc1F	0	-1.0	.	2	0.2	-0.4	-3	-1	7
NC(=O)NC(=O)COC(=O)CCCSc1nc2ccccc2s1	5	-0.4	-0.5	0	-0.5	-0.1	-7	0	11
O=c1ccn([C@@H]2O[C@H](CNS(=O)(=O)C3CC3)[C@@H](O)[C@H]2O)c(=O)[nH]1	.	0.7	1.4	-1	-0.5	0.3	4	0	-2
CN=C(NC#N)SCC(=O)c1ccc(Cl)cc1Cl	-3	-0.4	.	0	-0.7	1.1	10	3	3
Cc1cc(Cl)ccc1OCCCC(=O)N1CCN(C)CC1	-3	i	.	0	-0.7	-0.9	-3	0	1
Cc1ccccc1CN1CCNCC1	5	-0.3	1.1	-2	0.0	-0.7	-2	-1	-2
Later entries:
SMILES	3CLpro inhibitor	BH1578 lux ind	TcdB inh	Anthrax LF inh2	BoNT A protease	PfHsp40 rescue	SSB-PriA inh	PrPC surface inh	Y pestis TopoI
COc1ccc(OC)c(CCNC(=O)c2ccccc2NC(=O)C2=C(C)OCCS2)c1	5	-0.3	2.0	-3	-0.5	0.6	-9	6	21
CN(C)S(=O)(=O)c1cc(NC(=O)[C@H](Cc2ccccc2)N2C(=O)c3ccccc3C2=O)ccc1Cl	1	-0.2	.	1	0.3	-0.3	-11	-3	-8
Cc1ccc(C)c(N(CC(=O)NCCc2ccccc2)C(=O)CCC(=O)Nc2ccccn2)c1	0	-0.4	0.1	-2	-1.5	2.2	7	-1	28
O=C1COc2ccc(C(=O)COC(=O)c3ccc(Cl)cc3[N+](=O)[O-])cc2N1	.	i	-6.8	1	0.6	0.1	7	7	1
COc1cc(NC(=O)Cn2c([N+](=O)[O-])cnc2C)c(OC)cc1Cl	9	-4.7	-0.6	-4	1.1	-0.4	-2	-10	5
COc1ccc(C(=O)N/N=C/C23CC[C@@H](O)CC2(O)CC[C@@H]2[C@@H]3CCC3(C)C(C4=CC(=O)OC4)CCC23O)cc1 (stereo not given in full)	1	-0.5	0.8	-1	-0.2	-0.5	i	1	2
C=CCOc1ccc(/C=C/C(=O)OCC(=O)NCC2CCCCC2)cc1	.	i	-6.2	6	-1.3	0.2	-2	8	17
COc1ccc(CNC(=O)C2CCN(S(C)(=O)=O)CC2)cc1	4	-2.0	0.3	3	-0.9	-0.3	-12	4	4
O=C1CC(N2CCN(c3ccccc3)CC2)C(=O)N1c1cccc(Cl)c1 (stereo not given)	-7	i	0.6	-1	-2.6	0.0	-11	12	7
COc1ccc(CNC(=O)CN(Cc2ccc(OC)cc2)C(=O)c2csnn2)cc1	-3	-0.2	2.6	-3	-0.1	0.5	-14	3	-4
COc1cccc(/C=N/NC(=O)c2cnccn2)c1OC	1	-0.8	1.0	-8	-4.7	-1.4	i	4	-3
O=C(Nc1ccc(-c2nnc(-c3ccccc3)o2)cc1)C1CCCO1 (stereo not given)	1	i	.	1	?	-0.4	-13	-3	4
CC(C)C1C(C#N)=C(N)Oc2n[nH]c(C(C)(C)C)c21 (stereo not given)	-1	-0.9	.	-1	-0.8	-0.6	-2	-4	0
Cc1ccc(OCCC(=O)NNC(=O)c2ccccc2F)cc1	.	-0.3	1.2	.	.	-0.2	-6	1	5
Nc1ccccc1C(=O)N1CCc2ccccc21	4	i	1.7	-6	1.4	0.1	-23	-7	3
N#Cc1cnc(NOCc2ccc(Cl)cc2)nc1	3	i	-0.1	-1	-0.6	-0.7	-2	8	10
O=C(O)c1cc2nc(-c3cccs3)cc(C(F)(F)F)n2n1	4	i	1.1	-7	0.2	0.0	6	-1	3
Cc1occc1C(=O)NC(C)CCc1ccccc1 (stereo not given)	3	-5.9	.	-1	0.8	1.3	-7	-4	-3
COc1cccc(/C=C2/C(=O)NN(c3ccc(F)cc3)C2=O)c1	3	-1.4	-1.9	-10	-2.4	1.2	7	5	0
COc1ccc(NC(=O)c2sc(=O)n(Cc3ccc(SC)cc3)c2C)cc1OC	.	i	0.0	-8	-0.2	.	.	7	24
CSc1nc2c(c(=O)n1-c1ccccc1)SCC2	3	-0.5	.	-3	0.0	-0.8	-8	-9	5
O=C(NCCC(=O)N1CCC2(CC1)NCCc1[nH]cnc12)c1cccc(C(F)(F)F)c1	-5	i	0.7	4	1.1	0.9	-5	-1	1
c1ccc(-c2cc(-c3ccc(N4CCOCC4)cc3)nc3ccccc23)cc1	6	-0.6	.	-3	1.0	2.0	-52	10	3
Cc1ccc2[nH]c(=O)c(CC=C(Cl)Cl)c(C)c2c1	-1	15	.	1	0.1	0.0	-2	1	0
C(=N\Nc1nc(N2CCOCC2)nc(N2CCOCC2)n1)/c1ccncc1	1	i	.	-2	-1.1	0.9	.	-5	-2
Later entries.
SMILES	3CLpro inhibitor	BH1578 lux ind	TcdB inh	Anthrax LF inh2	BoNT A protease	PfHsp40 rescue	SSB-PriA inh	PrPC surface inh	Y pestis TopoI
Cc1ccc(S(=O)(=O)N(C)CC(=O)Nc2cccnc2)cc1	3	-0.5	-0.9	-3	0.0	-1.1	-9	-7	5
CCn1c(=NC(=O)CSC(C)=O)sc2cc(F)ccc21	-1	-3.4	.	0	-0.9	0.9	-10	-10	-3
CC1CCN(c2ccc(NC(=O)c3cccnc3Cl)cc2)CC1	-2	-0.2	0.5	0	-0.3	0.1	10	6	8
Cc1ccc(N(CC(=O)N2CCOCC2)S(C)(=O)=O)cc1C	-4	i	0.7	1	?	1.3	-2	3	1
CCOC(=O)C1(CCSC)NC(c2ccco2)C2C(=O)N(C)C(=O)C21 (stereo not given)	7	-0.3	.	2	-0.3	-0.9	-12	2	-2
COc1ccc(OCCn2cnc3ccccc32)cc1	2	i	1.6	-4	-1.3	1.2	-4	10	-9
Nc1nc2sc3c(c2c(=O)s1)CCCC3	-1	-1.9	-0.1	-1	1.2	290*	4&-16	-4	-7
C/C(=N\NC(=O)COc1ccc(C#N)cc1)c1ccc(N2CCOCC2)cc1	-1	i	-0.1	0	-0.5	-0.5	.	9	4
CC(C)C[C@H]1CNC(=S)N1C[C@H]1CCCN1C[C@H](Cc1ccc(O)cc1)N1C[C@H](CC(C)C)N(CCc2ccccc2)C1=S	.	.	0.2	-7	-0.2	.	.	9	.
CC1CC1C(=O)Nc1nc(-c2ccccn2)cs1 (stereo not given)	2	-3.6	.	-3	0.3	3.3	60*	-1	6
C#CC1(O)CC(C)N(C)C(C)C1 (stereo not given)	-2	i	.	3	-0.9	1.7	-23	-1	2
COCCN(C(=O)CSc1nnc(-c2ccccc2F)o1)c1c(N)n(Cc2ccccc2)c(=O)[nH]c1=O	.	-1.2	-0.1	-2	-0.2	.	.	-5	5
O=C(Nc1ccccc1-c1ccccc1)C12CC3CC(CC(C3)C1)C2	-1	-5.6	.	-4	-1.0	-0.4	-4	-3	37
COc1ccc(S(=O)(=O)N2CCC(C(=O)Nc3nnc(C)s3)CC2)cc1OC	.	i	1.6	0	1.8	-0.3	-9	-1	-2
CCc1nc2ccc(C(=O)N3CCN(S(=O)(=O)CC)CC3)cn2c1N(CC)CCOC	.	i	0.8	0	-0.5	.	.	5	0
Cc1c(C(=O)OCc2nc3ccsc3c(=O)[nH]2)oc2ccccc12	.	-3.8	0.1	-3	-2.0	0.6	-5	-8	1
CC(C)(C)c1ccc(OCCC(=O)Nc2ccc(N3CCOCC3)cc2N2CCOCC2)cc1	.	i	4.0	-1	-2.0	-0.1	24	-2	-6
